# Anthrax LF inh2: Bacillus anthracis LF protease inhibitors, primary screen, biochemical, multiplex microsphere, MLPCN library. 360,000 compounds, 0.12% hits. multiplex microsphere protease cleavage assay. inhibition, % at 10 µM. Lethal factor (Bacillus anthracis), P15917; further: plate controls were buffer without enzyme for full effect and enzyme alone for no effect
# Target sequence (P15917 whole entry, looked up): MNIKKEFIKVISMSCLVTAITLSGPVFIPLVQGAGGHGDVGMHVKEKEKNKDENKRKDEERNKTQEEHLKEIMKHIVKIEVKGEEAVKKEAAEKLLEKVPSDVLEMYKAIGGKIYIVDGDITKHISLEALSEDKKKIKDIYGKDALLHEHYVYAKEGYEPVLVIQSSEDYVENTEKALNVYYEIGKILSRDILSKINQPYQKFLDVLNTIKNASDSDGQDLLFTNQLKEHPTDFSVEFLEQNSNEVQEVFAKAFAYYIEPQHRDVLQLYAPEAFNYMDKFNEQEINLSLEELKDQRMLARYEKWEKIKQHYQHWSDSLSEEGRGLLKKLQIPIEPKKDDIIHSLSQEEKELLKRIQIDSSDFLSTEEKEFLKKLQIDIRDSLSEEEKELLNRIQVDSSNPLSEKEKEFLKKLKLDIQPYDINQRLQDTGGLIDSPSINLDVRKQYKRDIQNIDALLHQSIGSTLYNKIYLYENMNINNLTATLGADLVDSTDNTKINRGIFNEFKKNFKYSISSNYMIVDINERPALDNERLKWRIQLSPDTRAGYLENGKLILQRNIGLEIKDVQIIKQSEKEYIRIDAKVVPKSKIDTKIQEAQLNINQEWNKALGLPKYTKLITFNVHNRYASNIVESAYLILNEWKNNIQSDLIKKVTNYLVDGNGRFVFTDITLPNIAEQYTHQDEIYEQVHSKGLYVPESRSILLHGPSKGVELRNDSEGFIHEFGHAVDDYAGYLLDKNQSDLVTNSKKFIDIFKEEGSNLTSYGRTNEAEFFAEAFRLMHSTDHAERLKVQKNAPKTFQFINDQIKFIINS
# PfHsp40 yeast: rescue of yeast from PfHsp40 toxicity, primary screen, S. cerevisiae, ATP luminescence. growth rescue, % at 12.5 µM. AID 504582, 2011. 340,000 compounds, 0.68% hits. S. cerevisiae expressing PfHsp40, growth rescue; in the data active means growth rescue above about 28%, passing the limit was not always enough; inconclusive means no clear call, values can overlap the other calls;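 further: yeast W303a lacking pdr1 and pdr3 grown in galactose medium; growth measured after three days at 30 °C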
# BH1578 lux ind: inducers of Vibrio cholerae quorum light production without autoinducers, primary screen, BH1578 luxS cqsA deficient, single point; 350,000 compounds, 0.16% hits; activation, % at 18.7 µM; V. cholerae BH1578 lux reporter, luminescence, 6 h; in the data active means activation mostly above about 9.7%, no sharp cut-off; inconclusive means no clear call, values can overlap the other calls; inactive means mostly below about 3.7%; further: not every result past the cut was called active; inactives centre near 0; reference of the scale not given here
# TcdB inh: TcdB glycohydrolase inhibitors, primary screen, biochemical, single point, plate reader; TcdB glycohydrolase enzymatic assay; inhibition, % at 9.99 µM; AID 652162, 2013; Toxin B (Clostridioides difficile), P18177; 350,000 compounds, 0.24% hits; in the data active means inhibition above about 10%
# PrPC surface inh: inhibitors of human cell surface prion protein PrPC, primary screen, cell-based, TR-FRET. Major prion protein (Homo sapiens), P04156. TR-FRET read-out. 370,000 compounds, 0.43% hits. inhibition, % at 13.8 µM; in the data active means inhibition above about 24%; further: 0% = median of the test wells and 100% = reference compound wells
# BoNT A protease: BoNT/A light chain protease inhibitors, primary screen, biochemical, flow cytometry, MLPCN library; 360,000 compounds, 0.17% hits; inhibition, % at 10 µM; multiplex microsphere protease substrate cleavage; AID 588499, 2011; Botulinum neurotoxin type A light chain protease (Clostridium botulinum A str. ATCC 3502); further: plate controls were buffer without enzyme for full effect and enzyme alone for no effect
# PriA SSB inh: inhibitors of Klebsiella pneumoniae PriA binding to SSB C-terminal tail, primary screen, biochemical, AlphaScreen; inhibition, % at 33 µM; AlphaScreen SSBct-PriA binding, biotinylated peptide; PriA–SSB C-terminal tail interaction (Klebsiella pneumoniae); 430,000 compounds, 0.6% hits; in the data active means inhibition mostly above about 37%, no sharp cut-off; inactive means mostly below about 20%;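 further: plate controls were negative control peptide for no effect and reference peptide for full effect; strong numbers were not always called active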
# Y pestis TopoI: Yersinia pestis topoisomerase I inhibitors, primary screen, biochemical, cleavage product accumulation, plate reader, single point; DNA topoisomerase I (Yersinia pestis CO92); Y. pestis Topo-I cleavage product accumulation; activity, % at 10 µM; 360,000 compounds, 0.064% hits; AID 504884, 2011; in the data active means activity above about 50%, passing the limit was not always enough; inconclusive means no clear call, values can overlap the other calls; further: inactives centre near 2
# 3CLpro inhibitor: SARS-CoV 3CLpro protease inhibitors, primary screen, biochemical, quenched FRET | recombinant SARS-CoV 3CLpro, quenched FRET peptide cleavage | inhibition, % at 6 µM | 290,000 compounds, 0.14% hits | AID 1706, 2009; in the data active means inhibition above about 12%
# * hit, by the source's call; i = inactive; ? = inconclusive; / = no result given; & = joins results of further samples; ! = not active in a repeat. Unless noted, no stated cut-off is given here; in the data, active means inhibition above about 30%; inconclusive means no clear call, values can overlap the other calls; inactive means below that. A portion of the library; count on the stated rates, not on these rows.
item	Structure	Anthrax LF inh2	PfHsp40 yeast	BH1578 lux ind	TcdB inh	PrPC surface inh
1	CC(C)CN(CC(C)C)C(=O)Nc1ccccc1F	0.7	-0.5	-0.5	1.7	4.5
2	COc1ccccc1N1CCN(C(=O)CSc2nc3ccccc3[nH]2)CC1	-1.6	0.9	i	1.2	4.8
3	COc1cccc(NC(=O)CSc2ccccn2)c1	-7.1	17.7	-0.3	/	2.1
4	O=C(COC(=O)c1cc(-c2cccc3ccccc23)nc2ccccc12)NC1CCS(=O)(=O)C1 (stereo unspecified)	2.2	-0.7	-0.1	0.7	-3.1
5	COCCN(Cc1cc2ccc(C)c(C)c2nc1Cl)C(=O)N1CCOCC1	-3.9	0.6	-1.7	2.1	-2.7
6	O=C(Nc1cccc(S(=O)(=O)N2CCCC2)c1)c1cc(-c2ccccn2)nc2ccccc12	-4.6	-1.1	-0.4	0.4	5.5
7	Cc1cc(C)n(C(=O)CNc2ccccc2Cl)n1	-3.9	1.1	/	/	-7.3
8	CCOC(=O)CCC(=O)N1CCOCCOCCN(C(=O)CCC(=O)OCC)CCOCCOCC1	-6.4	0.3	i	/	3.1

item	BoNT A protease	PriA SSB inh	Y pestis TopoI	3CLpro inhibitor
1	-0.1	-15.7	4.8	8.1
2	-0.5	-8.2	11.4	-5.9
3	-0.4	-11.3	-3.9	-0.3
4	4.9	11.1	-5.0	1.5
5	0.2	-2.7	26.7	-0.6
6	-1.0	-9.8	23.5	-4.7
7	-0.3	-21.4	-3.1	-0.6
8	0.5	-7.8	-5.7	-4.2

# Continuation:
item	Structure	Anthrax LF inh2	PfHsp40 yeast	BH1578 lux ind	TcdB inh	PrPC surface inh
9	Cn1c(=N)n(CC(=O)c2ccccc2)c2ccccc21	-2.7	/	-0.6	1.3	-2.2
10	CN1CCC(=NNC(=O)CN(c2ccc(Oc3ccccc3)cc2)S(C)(=O)=O)CC1	-11.1	0.4	i	2.1	-2.8
11	COc1ccc(N2CCN(C(=O)CSc3ncnc4scc(-c5ccc(C)cc5)c34)CC2)cc1	-20.6	-0.6	-1.4	/	9.3
12	COc1ccc(N=c2oc3ccc(OC)cc3cc2-c2nc3ccccc3[nH]2)cc1	-4.9	0.1	i	/	-4.7
13	CCN(C1CCCCC1)S(=O)(=O)c1ccc(C(=O)O)cc1	-1.8	0.2	i	/	-0.1
14	Cc1ccc(NC(=O)COC(=O)c2ccc(NC(=O)CC#N)cc2)cc1S(=O)(=O)N1CCOCC1	-6.4	0.5	i	1.2	-4.8
15	O=C(Nc1ccc(S(=O)(=O)N2CCOCC2)cc1)c1ccc(Cl)c([N+](=O)[O-])c1	-4.5	0.9	0.7	-0.1	-16.8
16	O=C(CSc1cccc[n+]1[O-])c1ccccc1Br	-1.7	8.4	i	-1.9	-2.6

item	BoNT A protease	PriA SSB inh	Y pestis TopoI	3CLpro inhibitor
9	-4.0	-9.9	4.4	0.3
10	-1.7	-4.1	20.1	-0.8
11	17.6	29.8	36.2	-0.6
12	0.1	-0.9	3.3	-3.8
13	-0.3	-10.9	-9.5	-0.9
14	-0.5	-10.6	5.0	/
15	-0.6	14.3	-0.9	/
16	0.0	-6.3	3.9	3.5

# Just PrPC surface inh (3 entries from above):
item	SMILES	PrPC surface inh
8	CCOC(=O)CCC(=O)N1CCOCCOCCN(C(=O)CCC(=O)OCC)CCOCCOCC1	3.1
9	Cn1c(=N)n(CC(=O)c2ccccc2)c2ccccc21	-2.2
10	CN1CCC(=NNC(=O)CN(c2ccc(Oc3ccccc3)cc2)S(C)(=O)=O)CC1	-2.8

# New compounds follow.
item	Structure	Anthrax LF inh2	PfHsp40 yeast	BH1578 lux ind	TcdB inh	PrPC surface inh
17	CC(=O)N(CN1C(=O)CCC1=O)c1ccc(Cl)c(Cl)c1	-4.1	-0.3	0.0	2.7	4.2
18	CCOc1cc(C(=O)OCC(=O)Nc2ncc(Cl)c(C)c2Cl)ccc1OCC(=O)N1CCOCC1	-0.2	0.1	-0.2	0.3	0.4
19	CC(C)N1CC(C(=O)Nc2ccc(F)c(Cl)c2)CC1=O (stereo unspecified)	0.0	0.5	i	0.2	-6.3
20	COC(=O)C(C)Oc1ccc(-c2nccc(-c3ccc(F)cc3)n2)cc1 (stereo unspecified)	8.4	1.1	i	-0.2	-0.6
21	CCOC(=O)c1c2n(c3ccc(OC(C)=O)cc13)CCC2	3.0	-0.2	0.0	0.7	3.7
22	C[C@@H]1CN([C@@H](C)CO)C(=O)CCCn2nncc2CO[C@@H]1CN(C)C(=O)Nc1ccc(N2CCCCC2)cc1	-3.0	/	-0.4	-4.0&-4.7&-5.8	-2.1
23	O=C(NCC1CCCO1)c1cc(-c2ccccc2)nc2ccc(Br)cc12 (stereo unspecified)	-1.1	-1.9	0.9	0.2	-4.8
24	COc1ccc(C(=O)Nc2ccc(N3CCN(C)CC3)cc2)cc1OC	8.0	-1.2	3.0	-5.7	-1.6

item	BoNT A protease	PriA SSB inh	Y pestis TopoI	3CLpro inhibitor
17	0.1	-7.6	5.0	3.8
18	0.8	5.7	-2.1	-3.8
19	-4.7	-14.9	1.2	3.3
20	-3.0	-6.8	16.6	2.1
21	0.0	-5.2	-3.8	-0.5
22	-0.6	/	1.2	/
23	-1.5	0.0	7.7	1.7
24	-1.6	-5.4	7.4	-2.8

# (cont.)
item	Structure	Anthrax LF inh2	PfHsp40 yeast	BH1578 lux ind	TcdB inh	PrPC surface inh
25	CCOc1ccc(CCNC(=O)c2cccc(-n3cnnn3)c2)cc1OCC	3.4	-1.2	2.0	0.9	-0.7
26	C/C(Nc1ccc(C)cc1)=C(/C#N)C(N)=O	-1.4	1.0	-0.6	/	-1.7
27	Cc1c(O)ccc2c(=O)c(-c3nncn3-c3ccccc3)coc12	-1.3	-2.2	i	0.0	13.4
28	CCCCNC(=S)NCc1ccc2[nH]c(C)cc2c1	-30.6	6.1	-1.5	0.3	-5.5
29	O=C(O)c1ccccc1SCC(=O)N1c2ccccc2Sc2ccccc21	-1.3	2.6	-0.7	0.2	8.2
30	Cc1cc(C)n2nc(C(=O)Nc3cccc(S(=O)(=O)N4CCOCC4)c3)nc2n1	-1.8	-1.3	-0.3	1.5	3.6
31	C[C@H](CO)N1C[C@H](C)[C@H](CN(C)Cc2cccc(O)c2)OCc2ccccc2-c2c(n(C)c3ccccc23)C1=O	4.5	/	0.6	-3.4&-1.6	-0.6
32	Cc1cccc(C(=O)O)c1NC(=O)c1ccc(F)cc1	-4.1	-0.2	i	/	5.1

item	BoNT A protease	PriA SSB inh	Y pestis TopoI	3CLpro inhibitor
25	1.1	-3.4	0.5	/
26	0.0	-9.4	10.3	3.4
27	-1.7	-15.2	-4.6	-1.9
28	5.5	49.6*!	-1.0	-1.8
29	-0.1	12.0	3.7	5.1
30	-8.4	0.6	-0.1	/
31	0.1	/	22.8	/
32	0.3	-5.5	-5.7	-0.8

# Single records, from the list above. Values in the order: Anthrax LF inh2, PfHsp40 yeast, BH1578 lux ind, TcdB inh, PrPC surface inh, BoNT A protease, PriA SSB inh, Y pestis TopoI, 3CLpro inhibitor
# Entry for C[C@H](CO)N1C[C@H](C)[C@H](CN(C)Cc2cccc(O)c2)OCc2ccccc2-c2c(n(C)c3ccccc23)C1=O = 4.5, /, 0.6, -3.4&-1.6, -0.6, 0.1, /, 22.8, /
# Entry for CC(=O)N(CN1C(=O)CCC1=O)c1ccc(Cl)c(Cl)c1 = -4.1, -0.3, 0.0, 2.7, 4.2, 0.1, -7.6, 5.0, 3.8

# (further entries)
item	Structure	Anthrax LF inh2	PfHsp40 yeast	BH1578 lux ind	TcdB inh	PrPC surface inh
33	CC1(C)CC(=O)C=C(N2CCCC2)C1	-1.1	0.7	1.0	/	-2.0
34	COc1ccc(CNC(=O)CCS(=O)(=O)c2ccc3c(c2)NC(=O)CS3)cc1	-0.8	-0.8	-7.1	0.8	-10.0
35	Cc1cc(C)cc(N(CC(=O)NCCSc2ccccn2)S(=O)(=O)c2ccccc2)c1	1.9	-1.2	-0.6	/	-0.1
36	Cc1nc2cc(CO)ccc2s1	4.5	0.1	/	/	6.2
37	COc1ccc(OC)c(NC(=O)c2cnc3n(c2=O)CCS3)c1	-3.0	-0.2	-0.2	1.9	8.3
38	CC(=O)c1ccc(NC2c3ncccc3C(=O)N2Cc2ccc(F)cc2)cc1 (stereo unspecified)	1.3	0.2	-0.7	/	8.1
39	COc1ccc(CCN2CC(O)=C(c3nc4ccccc4c(=O)[nH]3)C2=N)cc1OC	-16.6	-0.1	-0.2	/	-4.9
40	O=C(N=Nc1c(O)[nH]c2ccccc12)c1ccco1	-0.9	-0.3	-0.2	1.4	-40.9

item	BoNT A protease	PriA SSB inh	Y pestis TopoI	3CLpro inhibitor
33	?	3.9	1.4	0.6
34	0.8	5.9	2.4	-1.3
35	0.2	1.1	30.0	3.1
36	0.0	-7.2	5.6	3.5
37	-0.3	-15.0	-7.6	-2.6
38	5.2	-1.2	-9.8	-2.4
39	-3.3	0.5	2.6	0.5
40	0.1	-24.3	-17.6	-4.9

# 3 compounds already listed, sorted by length of the SMILES, smallest number first.
item	Structure	Anthrax LF inh2	PfHsp40 yeast	BH1578 lux ind	TcdB inh	PrPC surface inh
37	COc1ccc(OC)c(NC(=O)c2cnc3n(c2=O)CCS3)c1	-3.0	-0.2	-0.2	1.9	8.3
38	CC(=O)c1ccc(NC2c3ncccc3C(=O)N2Cc2ccc(F)cc2)cc1 (stereo unspecified)	1.3	0.2	-0.7	/	8.1
35	Cc1cc(C)cc(N(CC(=O)NCCSc2ccccn2)S(=O)(=O)c2ccccc2)c1	1.9	-1.2	-0.6	/	-0.1

item	BoNT A protease	PriA SSB inh	Y pestis TopoI	3CLpro inhibitor
37	-0.3	-15.0	-7.6	-2.6
38	5.2	-1.2	-9.8	-2.4
35	0.2	1.1	30.0	3.1

# Additional compounds follow.
item	Structure	Anthrax LF inh2	PfHsp40 yeast	BH1578 lux ind	TcdB inh	PrPC surface inh
41	Cc1ccc(C2=N/C(=C\N3CCCCC3)C(=O)O2)cc1	-6.7	-1.7	i	/	-1.1
42	OC[C@H]1O[C@H](OCCc2ccc(O)cc2)[C@H](O)[C@@H](O)[C@@H]1O	0.1	-0.3	0.0	3.4	1.0
43	CC(C)(C)SCCNC(=O)CN1C(=O)c2cccc3cccc1c23	13.0	-0.8	0.9	1.4	-4.0
44	COCCCNC(=O)c1cc2cc(Br)ccc2oc1=O	-3.8	-0.5	-0.4	-0.9	1.2
45	CC(=O)N1CCN(c2ccc(NCc3ccc(Br)o3)cc2)CC1	-7.8	-0.2	-0.5	-19.5	-22.1
46	O=C(NCCO)c1ccc(-c2ccc3nncn3c2)cc1	1.3	/	-0.5	1.4	-11.9
47	Cc1cc(OCC(=O)OCC(=O)N2c3ccccc3NC(=O)C2(C)C)ccc1Cl	1.0	1.9	i	-0.7	-7.3
48	CCOC(=O)Cn1nc(C)n(-c2ccccc2)c1=O	0.9	-0.6	3.6	/	4.4

item	BoNT A protease	PriA SSB inh	Y pestis TopoI	3CLpro inhibitor
41	0.5	5.7	7.6	0.0
42	0.5	-0.1	-10.2	/
43	-3.0	-4.9	4.9	2.7
44	0.2	-4.3	1.1	2.1
45	-0.5	28.6	4.0	/
46	-0.1	/	6.2	/
47	-0.8	-7.2	12.5	/
48	-0.3	-4.6	2.8	3.0
